TNAP act mid DEA – human TNAP enzyme activators, primary screen, biochemical, luminescent, intermediate phosphate acceptor level; 64,000 tested, under 10 active; activation factor at 20 µM; Alkaline phosphatase, tissue-nonspecific isozyme (Homo sapiens), P05186; purified TNAP, CDP-star luminescence, 100 mM DEA, 30 min; hits give high values; scale: 0 levamisole-inhibited, 1 vehicle-only enzyme;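 active means activation factor of at least 2 at 20 µM, relative to controls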
D1 allo mod – D1 CRE-luciferase signal change, two-sided – cell-based, HEK293 D1, dopamine EC30, D1 allosteric modulator project, primary screen. dopamine EC30 potentiation; actives deviate in either direction. B-score at 10 µM. actives 5.9% (n = 58,000). AID 641, 2007;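 active means luminescence count or its row- and column-corrected plate score outside the 99.7% band of the plate's sample wells, on either side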
Cdc25B block – inhibitors of Cdc25B phosphatase catalytic domain, primary screen, biochemical, OMFP fluorescence; M-phase inducer phosphatase 2 (Homo sapiens), P30305; recombinant Cdc25B, OMFP fluorescence Ex485/Em525; inhibition, %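 (compounds tested at 10 µM final in the well)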; actives 0.1% (n = 65,000); AID 368, 2006; in the data active means inhibition above about 50%
Target sequence (P30305 whole entry, looked up, the tested form may be a part): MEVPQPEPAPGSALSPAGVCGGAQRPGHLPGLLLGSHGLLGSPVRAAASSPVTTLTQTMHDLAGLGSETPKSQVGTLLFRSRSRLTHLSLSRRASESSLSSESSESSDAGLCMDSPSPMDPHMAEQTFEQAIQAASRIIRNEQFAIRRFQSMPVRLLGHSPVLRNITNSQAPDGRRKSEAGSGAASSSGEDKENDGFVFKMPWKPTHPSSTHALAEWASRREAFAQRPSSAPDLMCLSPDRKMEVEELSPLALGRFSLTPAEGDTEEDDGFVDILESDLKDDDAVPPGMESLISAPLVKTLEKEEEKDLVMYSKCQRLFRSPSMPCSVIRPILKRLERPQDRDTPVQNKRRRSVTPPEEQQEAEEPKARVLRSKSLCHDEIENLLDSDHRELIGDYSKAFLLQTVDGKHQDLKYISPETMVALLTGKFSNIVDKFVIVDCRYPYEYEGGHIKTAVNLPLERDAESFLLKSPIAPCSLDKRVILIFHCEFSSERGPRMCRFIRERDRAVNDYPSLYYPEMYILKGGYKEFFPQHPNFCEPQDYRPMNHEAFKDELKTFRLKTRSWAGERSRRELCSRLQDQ
SF-1 act – activators of human SF-1, primary screen, cell-based, CHO-K1, Gal4-SF-1 LBD, luciferase luminescence; Steroidogenic factor 1 (Homo sapiens), Q13285; CHO-K1 Gal4-SF-1 LBD luciferase reporter; % increase over DMSO SF-1-specific signal; activation, % at 10 µM; actives 1.9% (n = 65,000);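 active means activation above the mean activation of all tested compounds plus 3 SD, cut at about 50% in these data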
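Test system: CHO-K1 cells with Gal4–hSF-1 LBD chimera plus Gal4-driven luciferase; Input: 4,000 cells/well; Compound: 10 µM only; Times: 20 h compound treatment, 37 °C; Measured by: steady-glow luciferase luminescence, read after 15 min reagent incubation; Measure: percent activation versus DMSO; Control set: DMSO and mock-transfected background; Replicates: one test per compound.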
HER2 expr 66K – inhibitors of Her2 protein expression, primary screen, SKBR-3 cells, AlphaScreen, 66K library; SKBR-3 HER2 protein level, 18-24 h; hits give low values; HER2 level % of control, % at 10 µM; actives 0.69% (n = 65,000);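 active means HER2 level under 5% of the carrier-only control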;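 further: 100% = DMSO carrier and 0% = 500 nM PU-H71 HSP90 inhibitor; lower value means stronger loss of Her2 protein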
Hsp90 inh – tumor Hsp90 inhibitors, primary screen, cell lysate, fluorescence polarization, NCI-N417 lysate | Cy3B-geldanamycin FP displacement | actives 0.35% (n = 64,000) | AID 429, 2006 | inhibition, % at 30 µM;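 active means inhibition above 50%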;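 further: 0% = tracer plus lysate wells and 100% = tracer alone without lysate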
FXIIa inh mix – human factor XIIa inhibitors, primary screen, biochemical, pooled compound mixtures, fluorogenic substrate; purified FXIIa; inhibition, % at 5 µM; actives 0.2% (n = 62,000); AID 684, 2007; in the data active means inhibition above about 20%, passing the limit was not always enough;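 further: 0% = enzyme without compound and 100% = no enzyme blank; some results filed as inactive read as strong as hits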
DUSP1 inh – MKP-1 phosphatase inhibitors, primary screen, biochemical, in vitro; Dual specificity protein phosphatase 1 (Homo sapiens), P28562; recombinant MKP-1, OMFP hydrolysis fluorescence; inhibition, %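 (compounds tested at a single concentration somewhere between 10 and 100 µM)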; actives 0.15% (n = 65,000);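 active means inhibition above about 50%, limit read from the data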;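 further: 0% = DMSO max control wells and 100% = wells with enzyme stopped by NaOH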
Target sequence (P28562 whole entry, looked up): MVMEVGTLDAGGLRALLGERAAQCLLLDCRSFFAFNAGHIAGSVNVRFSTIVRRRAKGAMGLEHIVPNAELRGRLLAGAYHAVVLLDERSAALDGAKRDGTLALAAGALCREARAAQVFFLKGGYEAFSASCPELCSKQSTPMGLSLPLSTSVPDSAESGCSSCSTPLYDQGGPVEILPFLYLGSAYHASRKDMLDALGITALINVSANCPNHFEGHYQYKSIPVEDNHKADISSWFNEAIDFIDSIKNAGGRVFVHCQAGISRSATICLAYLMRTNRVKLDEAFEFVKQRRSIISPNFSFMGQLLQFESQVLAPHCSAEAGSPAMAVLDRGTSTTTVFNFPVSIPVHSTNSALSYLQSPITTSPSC
RORa activator – activators of orphan receptor RORA, primary screen, cell-based, luminescence | CHO-K1 Gal4-RORA LBD luciferase reporter; percent increase over mock-subtracted basal signal | Nuclear receptor ROR-alpha (Homo sapiens), P35398 | actives 1.5% (n = 65,000) | activation, % at 10 µM;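 active means activation above the mean of all tested compounds plus 3 SD, cut at about 49% in these data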;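 further: 0% = DMSO-treated RORA cells and 100% = added signal equal to DMSO minus mock-transfected cells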
* hit, by the source's call; . = not tested or not shown. Not a hit list, and some 8.9% of all compounds hit somewhere here.

SMILES	TNAP act mid DEA	D1 allo mod	Cdc25B block	SF-1 act	HER2 expr 66K	Hsp90 inh	FXIIa inh mix	DUSP1 inh	RORa activator
ON1C2CCCCC2N(O)C1c1c(F)c(F)c(F)c(F)c1F (configuration not stated)	0.9	-1.2	-4	4	100	3	4	-26	2
Cc1ccc(NC(=O)CCn2cccc2)cc1Cl	1	1	-1	2	87	0	0	6	16
NC(=O)c1ccccc1N/C=C/C(=O)c1ccccc1	0.9	-2.5*	3	38	124	-6	2	-1	4
CCOC(=O)c1ccccc1NC(=O)c1cccs1	0.9	7.2*	-9	-13	128	-3	0	2	-15
Cc1ccc(C(=O)COC(=O)c2ccc(Br)o2)cc1C	0.9	-0.28	-16	0	71	.	1	5	10
COc1ccc(-c2noc(-c3ccco3)n2)cc1OC	1	5.2*	-11	50*	63	-4	4	-10	44
COc1ccccc1-c1nnc2sc(COc3ccc(Cl)cc3)nn12	0.9	-2.1	-5	-11	79	-2	4	7	-8
O=C(NCCCc1ccccc1)c1ccncc1	0.9	0.081	-5	-1	-5.5*	-2	3	-2	4
CCc1c(C)[nH]c(=S)c(C#N)c1C	0.9	-0.21	3	3	119	-2	-5	-17	18
CN(C)S(=O)(=O)N(CC(=O)Nc1ccccc1F)c1ccccc1	.	-0.82	-6	10	119	-3	.	4	-28
Cc1csc(Sc2nc3c(c(=O)[nH]c(=O)n3C)n2Cc2ccccc2Cl)n1	0.9	2.3	-2	-10	98	-4	-2	-1	16
Cc1c2cnn(-c3ccccc3)c(=O)c2c(C)n1CCCC(=O)N1CCN(c2ncccn2)CC1	1	0.38	-6	5	88	-6	4	-1	19
CCCCOc1ccc(-c2ncc(C(=O)OCC)c(N)n2)cc1	0.9	-1.7	-17	50*	95	1	4	-4	59*
O=C(O)C1C2C=CC(C2)C1C(=O)NCCC1=CCCCC1 (configuration not stated)	0.9	0.2	0	0	96	-3	-14	6	5
COc1ccccc1N1CC(C(=O)Nc2cccc(C(=O)O)c2)CC1=O (configuration not stated)	0.9	-0.15	-3	2	112	-1	-3	6	-5
NS(=O)(=O)c1ccc(CCNC(=O)C2CCCCN2S(=O)(=O)c2ccccc2)cc1 (configuration not stated)	0.9	3.5*	-6	9	136	0	4	3	20
Cc1cc(C(=O)N2CCN(C/C=C/c3ccccc3)CC2)cs1	0.9	-0.65	-9	2	73	-3	0	15	-3
Cc1ccc(-c2nn3c(C)nnc3s2)cc1NC(=O)c1ccc(-c2cccc(Cl)c2)o1	0.9	-2	1	-36	16	-11	22	40	-27
CCCc1ccc(C(=O)N2CCN(c3ccccc3OCC)CC2)cc1	0.8	.	-9	-9	102	-4	1	24	14
CCCCOc1ccc(C(=O)Nc2ccc(N3CCN(C)CC3)cc2)cc1	0.9	-3.2*	0	-12	71	-7	3	13	-6
CCOC(=O)c1cc(NC(=O)SCC(=O)O)c(C)nc1C	0.8	-0.54	-5	-16	118	-2	3	-1	2
CN(C(=O)COc1ccccc1)c1nnc(-c2cccnc2)s1	0.9	-0.2	-8	4	109	-2	8	8	-14
Cc1ccc(N(CC(=O)NC2CC3CCC2C3)S(C)(=O)=O)cc1C (configuration not stated)	0.9	-0.26	-13	-9	-28*	.	-9	3	2
CCNc1c(N)c(=O)oc2ccccc12	0.9	.	2	-8	87	13	6	-12	19
CC1(C)Cc2c(c(-c3ccccc3)[nH]c(=O)c2C#N)CO1	0.9	7.2*	0	-10	112	1	-17	6	-16
O=C1c2ccccc2C(=O)N1Cc1ccc2c(c1)OCO2	0.9	0.62	-3	-4	110	6	-14	8	2
O=C(O)c1cccc(N2C(=O)CCC2=O)c1	1	-0.036	-5	-11	111	-4	13	6	-1
Cc1cc(C)n(-c2nc(C)nc3sc4c(c23)CCC(C)C4)n1 (configuration not stated)	0.9	-1.1	-3	-5	102	0	1	-5	-21
COc1cc2c(C#N)c(N3CCCCC3)nc(N)c2c(N)n1	0.8	4.3	4	29	73	-6	8	31	27
Cc1cc(C)nc(CC(N)=O)n1	0.9	.	10	-6	133	-1	.	-17	-14
Cn1cc(S(=O)(=O)N2CCN(C(=O)c3ccco3)CC2)c(=O)n(C)c1=O	1	-0.44	-5	-15	96	-3	3	-3	-4
Cc1occc1-c1nnc(SCC(=O)N2CCCc3ccccc32)n1Cc1ccco1	0.9	-2.6*	3	-12	147	-3	1	-11	-4
O=C(Nc1ccc(F)cc1)N1CCOCC1	0.9	5.4*	-10	-15	120	-3	7	1	-10
COc1ccccc1N1CCN(C(=O)c2ccccc2Oc2ccccc2)CC1	0.9	0.89	-7	-2	74	2	7	-10	4
Cc1noc(C)c1COC(=O)CCCc1c[nH]c2ccccc12	1.1	-0.12	5	16	87	-7	1	8	10
Cc1cc(C)nc(N2CCC(C(=O)NCCc3ccccc3)CC2)n1	0.9	0.24	-4	3	105	-4	5	-13	7
Cc1cc(C)c2nc(SCC#N)cc(C)c2c1	0.9	.	4	-16	71	-4	20	1	-2
Cc1ccc(C)c2[nH]c(=O)c(CCNC(=O)CC(C)(C)C)cc12	0.9	1.2	-7	-10	88	0	2	0	-11
CC(C)c1ccc(NS(=O)(=O)c2ccc3[nH]cc(C(=O)N4CCC(C(N)=O)CC4)c(=O)c3c2)cc1	1	-0.95	-7	-6	147	-1	3	0	-2
COc1ccc2[nH]c(=O)c(CN(C)C(=O)C3CCCCC3)cc2c1	0.9	-0.9	5	7	100	-2	-1	-2	-12
O=C(Oc1nsnc1N1CCOCC1)N1CCOCC1	0.9	-1.1	1	16	99	-1	2	-33	-11
CN(Cc1ccccc1)S(=O)(=O)c1ccc(S(=O)(=O)N2CCN(CCC#N)CC2)cc1	0.9	1.2	-5	-6	118	-4	-5	23	-2
Cc1ccsc1CN1CCN(c2ccccn2)CC1	1	-4.2	-5	1	123	1	1	12	4
NC(=O)c1ccccc1N/C=C/C(=O)c1ccco1	1	-0.33	-2	37	114	-8	-1	13	43
COC(=O)c1c(NC(=O)c2nc3ccccc3s2)sc2c1CCN(C(C)=O)C2	1.1	-2.4	-8	41	23	-7	3	7	36
COc1ccc(NCCNc2ccc(OC)cc2)cc1	1	-0.85	-3	.	112	.	9	10	.
O=C(c1ccccc1)c1ccncc1	1	0.66	-10	-5	108	-3	-5	-13	-19
CCn1c(SCC(=O)Nc2nc(C)cs2)nnc1-c1ccco1	0.9	0.82	0	9	84	-3	8	-14	20
CCCCCCc1nnc(NC(=O)OCC)s1	0.9	1.2	-2	8	121	1	5	1	-12
O=C(c1ccco1)N1CCN(c2ccc(Cl)cc2)CC1	0.9	-0.018	1	46	93	-7	-2	-11	98*
Cc1ccc(N(O)C(=O)OCCNC(=O)Nc2ccccc2)cc1	0.9	-0.52	3	-12	124	7	-11	-15	-7
O=c1[nH]c2ccc(S(=O)(=O)N3CCN(c4ccccc4F)CC3)cc2s1	0.9	-1.3	-3	9	40	.	1	2	-2
Cc1c(Cl)cccc1NC(=O)CCN1CCCC(C)C1 (configuration not stated)	1	.	-16	-12	65	.	3	9	-8
CCOc1cccc(N2C(=O)CC(NCc3ccc(S(N)(=O)=O)cc3)C2=O)c1 (configuration not stated)	0.9	0.66	-17	-15	95	0	0	6	-7
Cn1cccc1C(=O)NC(=O)COC(=O)Cc1coc2ccc3ccccc3c12	0.9	-0.19	4	5	93	-9	-2	31	-9
CCOc1ccc(N2Cc3ncccc3C2=O)cc1	1	-1.2	-7	36	82	-7	1	15	27
O=C(CSc1ccc2nnc(-c3ccccn3)n2n1)N1CCN(c2ccccc2)CC1	1	-0.51	5	8	95	-4	17	7	-5
COc1cc2cc(C(c3nnnn3C(C)(C)C)N3CCc4ccccc4C3)c(=O)[nH]c2cc1OC (configuration not stated)	1	-0.49	10	-5	86	-6	5	30	-11
CC(C)(C)Nc1c(N)c(=O)oc2ccccc12	0.9	-1.3	-2	-3	93	-2	2	3	47
Cc1ccc(C(=O)Nc2ncc(Cc3ccc(F)cc3)s2)o1	1	-0.17	1	119*	85	-5	6	5	16
New compounds follow.
SMILES	TNAP act mid DEA	D1 allo mod	Cdc25B block	SF-1 act	HER2 expr 66K	Hsp90 inh	FXIIa inh mix	DUSP1 inh	RORa activator
Cc1n[nH]c(C)c1S(=O)(=O)N1CCN(c2ccccn2)CC1	0.6	0.48	-12	-4	98	0	4	10	0
N#CC1=C(N)C(C#N)(C#N)C(c2ccc[nH]2)C2CCCC=C12 (configuration not stated)	0.9	2.8*	6	2	69	-7	6	29	18
CN(C)c1ccc(/C(=N\O)c2ccccc2)cc1	0.8	3.6*	-1	12	109	-3	6	-11	28
Cc1ccc(-c2nn3c(C)nnc3s2)cc1NC(=O)c1cccnc1	1	0.52	6	-9	97	-12	5	4	-13
C=CCNc1nc(N)c(C(=O)Nc2cc(C)on2)s1	1	.	-9	44	92	-9	-10	6	42
COc1ccccc1-c1cc(C(=O)Nc2cc(C)n(Cc3ccc(Cl)cc3)n2)no1	0.9	1.1	-18	-5	47	-2	-2	-3	0
CNC(=O)/C(=N\O)c1ccccc1	0.9	0.1	4	-14	103	-1	7	-5	18
Cc1cc(C(N)=O)c2cc(Br)ccc2n1	0.9	.	-9	-5	108	-2	1	-6	0
O=C(NCc1ccco1)C1CCN(S(=O)(=O)N2CCC3(CC2)OCCO3)CC1	0.9	0.17	1	-4	84	-1	2	10	-10
CCOC(=O)N1CCC(NCCNC(=O)c2ccc(Cl)cc2)CC1	1	-0.37	-6	-14	72	-1	16	5	3
CCOC(=O)CCc1nc2ccccc2[nH]1	1	-0.86	-27	-4	101	-1	0	13	18
C/C(=N\O)c1ccc2[nH]ccc2c1	0.9	.	-22	17	112	-4	.	-19	32

Another view of 2 compounds above.
| SMILES | TNAP act mid DEA | D1 allo mod | Cdc25B block | SF-1 act | HER2 expr 66K | Hsp90 inh | FXIIa inh mix | DUSP1 inh | RORa activator |
| --- | --- | --- | --- | --- | --- | --- | --- | --- | --- |
| Cc1n[nH]c(C)c1S(=O)(=O)N1CCN(c2ccccn2)CC1 | 0.6 | 0.48 | -12 | -4 | 98 | 0 | 4 | 10 | 0 |
| C=CCNc1nc(N)c(C(=O)Nc2cc(C)on2)s1 | 1 | . | -9 | 44 | 92 | -9 | -10 | 6 | 42 |

Only HER2 expr 66K and Cdc25B block, for five of the compounds above:
structure	HER2 expr 66K	Cdc25B block
O=c1[nH]c2ccc(S(=O)(=O)N3CCN(c4ccccc4F)CC3)cc2s1	40	-3
COC(=O)c1c(NC(=O)c2nc3ccccc3s2)sc2c1CCN(C(C)=O)C2	23	-8
COc1ccc(NCCNc2ccc(OC)cc2)cc1	112	-3
Cc1c(Cl)cccc1NC(=O)CCN1CCCC(C)C1 (configuration not stated)	65	-16
Cc1ccc(-c2nn3c(C)nnc3s2)cc1NC(=O)c1ccc(-c2cccc(Cl)c2)o1	16	1

Next part:
SMILES	TNAP act mid DEA	D1 allo mod	Cdc25B block	SF-1 act	HER2 expr 66K	Hsp90 inh	FXIIa inh mix	DUSP1 inh	RORa activator
Cc1noc(C)c1COC(=O)Cc1ccc(Cl)c(Cl)c1	0.9	.	-9	-16	83	-2	1	-9	-13
C=CCNS(=O)(=O)c1ccc(OC)c(C)c1	1	0.13	1	2	91	-1	-14	-3	-11
Cc1cccc(NCc2ccccc2O)c1C	0.9	.	2	-6	79	4	1	-2	-13
CC1CCCN(CC(O)COc2ccc(Cl)cc2)C1 (configuration not stated)	0.8	-1.3	-26	-3	112	-1	.	0	1
O=C1C2C(C(=O)N1Cc1ccco1)C1C=CC2C12CC2 (configuration not stated)	1	-1	-9	4	87	-6	-21	-2	2
